# NPYLR7 ag: mosquito NPYLR7 agonism; HEK293T NPYLR7/Galpha15, GCaMP6s calcium fluorescence; activation, % at 10 µM; 270,000 compounds, 0.15% hits; in the data active means activation above about 40%;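 further: 0% = vehicle and 100% = reference agonist at the receptor; some compounds past the cut are filed as inactive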
# hcGAS lum: blocks human cGAS activity; 290,000 compounds, 0.081% hits; inhibition, % at 12.5 µM; AID 1259398; recombinant h-cGAS, ATP depletion, Kinase-Glo luminescence; Q8N884;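 further: 0% = vehicle reaction and 100% = reaction without DNA for no activity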
# Target sequence (Q8N884 whole entry, looked up): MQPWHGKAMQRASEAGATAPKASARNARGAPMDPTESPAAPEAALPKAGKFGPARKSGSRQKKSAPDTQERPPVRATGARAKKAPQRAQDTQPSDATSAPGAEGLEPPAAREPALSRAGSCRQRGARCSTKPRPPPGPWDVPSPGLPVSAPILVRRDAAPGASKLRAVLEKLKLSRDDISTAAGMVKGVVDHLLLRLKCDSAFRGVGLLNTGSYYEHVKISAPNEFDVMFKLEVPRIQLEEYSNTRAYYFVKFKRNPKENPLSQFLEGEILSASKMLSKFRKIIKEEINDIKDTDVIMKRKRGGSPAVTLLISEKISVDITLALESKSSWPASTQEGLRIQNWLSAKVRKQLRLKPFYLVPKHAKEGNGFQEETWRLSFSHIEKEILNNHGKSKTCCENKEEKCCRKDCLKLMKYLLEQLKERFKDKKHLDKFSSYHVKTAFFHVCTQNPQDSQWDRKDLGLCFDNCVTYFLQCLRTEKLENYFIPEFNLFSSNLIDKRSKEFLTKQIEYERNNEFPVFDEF
# mcGAS inh: blocks mouse cGAS activity. Q8C6L5. recombinant cGAS, Kinase-Glo ATP depletion luminescence. inhibition, % at 12.5 µM. 160,000 compounds, 0.15% hits;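 further: 0% = negative control wells and 100% = reference inhibitor with no enzyme activity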
# * hit, by the source's call; x = no result given; & = joins results of further samples. Unless noted, no stated cut-off is given here; in the data, active means inhibition above about 40%; inactive means the rest. Compounds as they come, and some 0.29% of all compounds hit somewhere here.
SMILES,NPYLR7 ag,hcGAS lum,mcGAS inh
CCOC(=O)C1=C(C)NC2=C(C(=O)CCC2)C1c1ccccc1Br (stereo not given),4,-4,x
Cc1cnc(C)c(-c2cc(F)c3c(c2)CC(CNC(=O)C24CC5CC(CC(C5)C2)C4)O3)n1 (stereo not given),-4,3,-6
Cc1ccc(OCCSc2nc3ccccc3[nH]2)c(C(C)C)c1,-3,-2,-5
Cc1cc(C)n(C2CCN(C(=O)c3cccc4ccnn34)C2)n1 (stereo not given),2,0,x
CC(C)(C)C1CCc2sc(-c3nnc(SCCO)o3)cc2C1 (stereo not given),0,-6,x
CCCOc1cc(Nc2ccc(NC(=O)Nc3cccc(Cl)c3)cc2)nc(C)n1,20,-5,-7
CCn1cc(CN2CCN(C(=O)c3ccc(OC)cc3)CC2)cn1,7,-4,x
CCOC(=O)C(Cc1ccc(Cl)cc1)NC(=O)c1ccc(CSc2nnc3ccccn23)cc1 (stereo not given),-10,-5,-7
CCOC(=O)c1sc2nc(N)c(C#N)c(CC)c2c1N,3,-5,-2
Cc1ccc(Cl)c2sc(N(CCN3CCOCC3)C(=O)c3cccc(S(C)(=O)=O)c3)nc12,2,-4,x
c1ccc2c(c1)CC(Nc1nc(C3CCCC3)nc3c1CNC3)CO2 (stereo not given),3,-4,-9
CC1CC(C)CN(CCCCNC(=O)c2cn(C)nc2C(F)(F)F)C1 (stereo not given),1,1,-1
CC(NC(=O)C1CCN(Cc2cccc(C(F)(F)F)c2)CC1)c1ccc(F)cc1 (stereo not given),6,0,x
O=C(N1CCc2onc(-c3ccccc3F)c2C1)C1(Cn2cccn2)CC1,3,-6,x
Cc1cc2oc(=O)cc(C)c2cc1NC(=O)c1sc(C(C)C)nc1C,14,1,-15
O=C(Nc1nc(CCC(=O)N2CCCC2)cs1)NC1CCCCC1,2,-13,x
COc1ccccc1N1CCN(C(=O)c2csc(CSc3nnc(Cc4ccccc4)n3-c3ccc(Cl)c(Cl)c3)n2)CC1,-5,-18,-6
COC(=O)NC1(C(F)(F)F)C(=O)NC(C)=C1C(=O)OC (stereo not given),4,-3,-7
Cc1[nH]ncc1C(=O)N1CCC2(CCCN(Cc3ccccc3F)C2=O)C1 (stereo not given),2,-9,x
CCCCCN(C(=O)/C=C/c1ccccc1)C(C)c1nc2ccccc2c(=O)n1-c1ccccc1CC (stereo not given),14,1,-3
CC(=O)Nc1ccc(CC(=O)N2CCN(c3ccc4ccccc4n3)CC2)cc1,10,-7,x
Cc1nccc(-c2ccccc2)c1C(=O)NCC1(O)CCNC1 (stereo not given),3,-2,x
CC1CC(NC(=O)CCn2c(=O)oc3ccccc32)CC(C)(C)C1 (stereo not given),-5,-8,x
N#Cc1nc(-c2ccc(S(=O)(=O)N3CCCCC3)cc2)oc1NCc1ccc2c(c1)OCO2,1,-11,-12
Cc1ccc(S(=O)(=O)NCCc2csc3nc(-c4ccc(Cl)cc4)nn23)cc1C,-5,-4,-6
Cc1ncc(-c2c(-c3ccccc3)ncn2C)[nH]1,-16,2,x
CC(C)(C)c1ccc(C(=O)N2CCSC2c2ccc(Cl)cc2Cl)cc1 (stereo not given),11,0,-4
Cc1ccc(Cl)c(Oc2cccc(Cl)c2C=O)c1,9,-3,x
Cc1ccc(-c2csc(-n3[nH]c(C)c(N=Nc4ccc([N+](=O)[O-])cc4Br)c3=O)n2)cc1,-5,0,-1
CC(=O)N1CCN(c2c(C)cnc3c2c(=O)n(CC(=O)NC2CCCC2)c(=O)n3C)CC1,1,-9,-6
CCN(Cc1ccc(Cl)s1)C(=O)NC(c1ccc2c(c1)OCCO2)C(C)C (stereo not given),-1,-2,x
O=C(CCCS(=O)(=O)c1ccccc1)N(Cc1ccccn1)c1nc2ccc([N+](=O)[O-])cc2s1,5,-5,-6
CCOC(=O)c1nn(-c2ccc(F)cc2)c(=O)cc1OS(=O)(=O)c1ccc(C)cc1C,-5,-16,-8
CN(C)S(=O)(=O)N1CCN(C(=O)c2cccs2)CC1,-4,-14,x
CC1(C(=O)NS(=O)(=O)c2cccs2)CCN1C(=O)c1ccccc1CCc1ccccc1 (stereo not given),6,-2,x
CN1CCN(c2nc(NCc3ccccc3)c3cnn(C)c3n2)CC1,5,-7,-7
c1cnc2c(-c3ccc(Cn4ccnc4)cn3)cccc2c1,22,-2,-11
CNC1CCC(C(F)(F)F)N(C)C1=O (stereo not given),-6,-4,x
Fc1cccc(C2CCCCN2Cc2nc(-c3ccc4c(c3)OCO4)no2)c1 (stereo not given),-6&-1,1&-3,x
O=S(=O)(CCO)Cc1nc2ccccc2n1C(F)F,6,-3,x
COc1cccc(NC(=O)c2ccc(-n3nc(C)cc3C)cc2)c1,4,-5,-4
COc1ccc(CN(CCN(C)C)CC(O)C(C)C)cc1 (stereo not given),27,-6,-5
CO/N=C(\C(=O)N[C@@H]1C(=O)N2C(C(=O)OCSC(=O)c3ccco3)=CCS[C@H]12)c1csc(N)n1,4,-1,x
Cc1c(C(=O)N2CCN(C)CC2)cnn1-c1ccc(F)cc1,9,-9,-5
N#Cc1cccc(CN2C(=O)C3(SCCN3C(=O)c3ccco3)c3ccccc32)c1 (stereo not given),12,-3,-5

# Continued, starting with the last 2 of the part before.
SMILES,NPYLR7 ag,hcGAS lum,mcGAS inh
Cc1c(C(=O)N2CCN(C)CC2)cnn1-c1ccc(F)cc1,9,-9,-5
N#Cc1cccc(CN2C(=O)C3(SCCN3C(=O)c3ccco3)c3ccccc32)c1 (stereo not given),12,-3,-5
O=S(=O)(Nc1ccc(Br)c(C(F)(F)F)c1)c1ccc(F)cc1,9,-14,x
CCOC(=O)c1c(C)c(C(=O)C(C)N(C)C(=O)COc2ccc(Cl)cc2)c(C)n1C (stereo not given),1,8,2
O=C(NC1CCCCCCC1)C1CCC(C(F)(F)F)NC1=O (stereo not given),8,-6,x
CC(C)NC(=O)N1CCN(c2cc(Cl)nc(SCC(=O)NCCc3ccccn3)n2)CC1C (stereo not given),13,-8,-6
Cc1nnsc1CN(C)Cc1cc(C(C)(C)C)ccc1O,6,-4,x
CCOc1ccc(-c2cc(C(=O)NCc3cc(OC)cc(OC)c3)c3ccccc3n2)cc1,14,-3,-6
CCn1c(C)cc(O)c(C(c2ccccn2)N2CCC(Cc3ccccc3)CC2)c1=O (stereo not given),7,-12,x
CCc1nc2ccc(C(=O)NCCCn3ccnc3)cn2c1N(C)Cc1nccn1C,-4,-5,-3
O=C(Nc1ccc(F)cc1F)N(Cc1cccn1Cc1cccc(Cl)c1)C1CCCCC1,-8,-16,-5
CNCC(=O)NC(C)c1ccc2c(c1)CCCC2 (stereo not given),1,-8,-14
Cc1cccc(Oc2cc(N3CCN(C(=O)c4ccc(Cl)c(Cl)c4)C(C)C3)ncn2)c1 (stereo not given),8,-5,-6
COc1ccc(CN2CCN(Cc3cn[nH]c3-c3ccccc3)CC2CCO)cc1C (stereo not given),-5,-6,x
Cc1ccc(-n2c(SCc3ccc(C(=O)NCc4ccc(F)cc4)cc3)nnc2-c2cccnc2)cc1,-9,-5,5
COCCOC(=O)N[C@@H]1[C@@H](O)C[C@@H]2C[C@H](c3ccccn3)OC[C@@]21O,12,-4,-5
CC(=O)c1ccc(NC(=O)CSc2nc3ccccc3n2C(C)=O)cc1,-5,-1,0

# Quoted from the entries so far (seven entries):
SMILES,NPYLR7 ag,hcGAS lum,mcGAS inh
O=S(=O)(Nc1ccc(Br)c(C(F)(F)F)c1)c1ccc(F)cc1,9,-14,x
CCOC(=O)c1c(C)c(C(=O)C(C)N(C)C(=O)COc2ccc(Cl)cc2)c(C)n1C (stereo not given),1,8,2
O=C(NC1CCCCCCC1)C1CCC(C(F)(F)F)NC1=O (stereo not given),8,-6,x
CC(C)NC(=O)N1CCN(c2cc(Cl)nc(SCC(=O)NCCc3ccccn3)n2)CC1C (stereo not given),13,-8,-6
Cc1nnsc1CN(C)Cc1cc(C(C)(C)C)ccc1O,6,-4,x
CCOc1ccc(-c2cc(C(=O)NCc3cc(OC)cc(OC)c3)c3ccccc3n2)cc1,14,-3,-6
CCn1c(C)cc(O)c(C(c2ccccn2)N2CCC(Cc3ccccc3)CC2)c1=O (stereo not given),7,-12,x

# The results go on:
SMILES,NPYLR7 ag,hcGAS lum,mcGAS inh
CCc1ccc(CN2CCOC(CCNS(C)(=O)=O)C2)nc1 (stereo not given),9,-7,-13
Brc1ccc(-n2nc(-c3ccccc3)n[n+]2-c2nn[nH]n2)cc1,1,-38,-22
Cc1cc(C)n(CCCN(C)C(=O)c2scc3c2OCCO3)n1,3,-2,x
O=C(Nc1nnc(SCc2ccccc2F)s1)C1CC1,27,-7,-5
CC(C)n1cnnc1CN(C)C(=O)c1cccc(C#CC(C)(C)O)c1,-1,4,x
CCN(CC)C1CCN(c2nncc(-c3ccc(OC)cc3)n2)C1 (stereo not given),-4,-1,-2
COCCN(C(=O)CCCCl)c1c(N)n(CC(C)C)c(=O)[nH]c1=O,-4,-7,-9
Cc1cccc(NC(=O)CCNS(=O)(=O)c2ccc(Cl)cc2)n1,6,-7,-10
CC(C)(C)C(=O)C=C1Nc2ccccc2OC1(O)CC(=O)C(C)(C)C (stereo not given),4,-3,x
CCOC(=O)c1cnc(-c2cccnc2)nc1N1CCCC1C (stereo not given),-2,-8,-7
COc1ccccc1C(C)NC(=O)Cn1ccc(-c2ccco2)n1 (stereo not given),1,-6,-8
COc1cccc(C(=O)Nc2nnc(SCc3ccccc3Cl)s2)c1,18,-5,-7
CC(C)c1cc(N(C)Cc2ccccc2)nc(SCc2ccc(C(=O)O)o2)n1,30,-3,-4
COc1cccc(C(=O)N2CCC3(CC2)OCC(C(=O)N2CCOCC2)N3C(=O)c2cccc(F)c2)c1 (stereo not given),8,0,-2
CN(C)CCC1CN(C(=O)c2cccc3c2OCC3)CCO1 (stereo not given),x,1,0

# Overlap with the part before: 3 compounds, followed by the next part.
SMILES,NPYLR7 ag,hcGAS lum,mcGAS inh
CC(C)c1cc(N(C)Cc2ccccc2)nc(SCc2ccc(C(=O)O)o2)n1,30,-3,-4
COc1cccc(C(=O)N2CCC3(CC2)OCC(C(=O)N2CCOCC2)N3C(=O)c2cccc(F)c2)c1 (stereo not given),8,0,-2
CN(C)CCC1CN(C(=O)c2cccc3c2OCC3)CCO1 (stereo not given),x,1,0
Cc1cc2nc(-c3ccc(NC(=O)c4ccc([N+](=O)[O-])c(C)c4)cc3)oc2cc1C,0,-2,-4
Cc1cccc(C)c1NC(=O)N(CC(=O)N(Cc1ccco1)Cc1cccn1C)C1CC1,-2,-7,-5
COc1ccc(-c2cc(C(=O)O)n(-c3ccc(Cl)c(Cl)c3)n2)c(OC)c1,-11,2,x
Cc1c(C(=O)NCc2cccc(Cl)c2)sc(=O)n1Cc1ccc2c(c1)OCO2,-1,3,x
CN(CC(O)Cn1cccn1)CC1CCN(CCO)CC1 (stereo not given),3,-7,x
Cc1cccc(-c2noc(CN(C)C(=O)c3cc(C4CC4)[nH]n3)n2)c1,10,-10,x
COc1ccc(NC(=O)c2cnc3cc(C)ccn3c2=O)c(OC)c1,2,-5,-5
O=S(=O)(c1ccc(-n2cnnn2)cc1)c1ccc(-n2cnnn2)cc1,6,4,x
O=C(NCCNc1ccc(Nc2ccncc2)nn1)Nc1ccccc1,10,-6,x
COc1cccc(C(=O)N2CCN(c3ccc([N+](=O)[O-])cc3)C(=O)C2C)c1 (stereo not given),-3,2,x
O=C(c1cccs1)N(Cc1ccc(OS(=O)(=O)c2ccc(F)cc2)cc1)Cc1ccco1,17,-2,-4
COc1ccc(CCNC(=O)c2cccnc2N2CCN(C(=O)Nc3cc(C)ccc3Cl)CC2)cc1OC,5,7,-1
CSc1nc(NCC(C)C)c2cnn(CCNC(=O)Cc3ccc(Cl)cc3)c2n1,x,-5,-5
O=c1cc(-c2ccc(Cl)cc2)[nH][nH]1,-1,-8,x
CN(CCC(F)(F)F)Cc1cc(C(C)(C)C)n[nH]1,-5,-2,0
CC(C)c1cccc(C(C)C)c1NC(=O)N(Cc1ccccc1)Cc1cccn1Cc1cccc(C(F)(F)F)c1,x,0,-4
CCNC(=S)N(Cc1ccco1)Cc1c(-c2ccccc2)noc1N(CC)CC,x,-10,-5
NC(=O)CSc1nnc(Cn2c(=O)sc3ccccc32)n1CCc1ccccc1,2,-5,x
CCn1cnc2cc(NCc3ccncc3)ccc21,0,-6,-8
COc1cccc(NC(=O)C2(C)CCN2Cc2ccccc2OC(F)F)c1 (stereo not given),6,-9,x
Cc1ccc(CN2CCCn3cccc3C2c2ccc(C(F)(F)F)cc2)cc1 (stereo not given),-2,-4,-4
Cn1nc(C2CC2)cc1NC(=O)C1(C)CCN1C(=O)C1(c2ccccc2)CC1 (stereo not given),-2,0,-3
O=C1NCC(C(=O)N(Cc2cccc(Br)c2)C2CC2)N1 (stereo not given),1,-6,x
CCC[C@H](N)C(=O)N1CCC(c2cc(N3CCOCC3)nc(C)n2)CC1,x,-9,-5
C=CCOCC(O)CN(Cc1nc2scc(-c3ccccc3F)c2c(=O)[nH]1)Cc1ccco1 (stereo not given),-1,-2,1
Cc1noc(-c2ccccc2Cl)c1C(=O)NCCCN1CCOCC1,2,-9,-9
CC(=O)Nc1cc(C)nn1-c1nc(C)c(C)c(=O)[nH]1,3,-6,-6
Cn1ccnc1-c1nccn1-c1ccc2c(c1)CCC2,-1,-8,x
Cc1nnsc1C(=O)N1CCCC(CCc2ccc(F)cc2)C1 (stereo not given),7,-6,-12
CC(C)c1nc2c(c(=O)c3ccccc3n2C)c(=O)n1-c1ccccc1,3,-4,x
Cc1ccc(C(C)C)c(OCC(=O)N2CCC(C(=O)O)CC2)c1,-26,-1,x
COCCN1CCCC(O)(CN2CCN(c3nc(C)cc(C)n3)CC2)C1=O (stereo not given),8,-9,-13
